Menin-MLL TR inh – inhibitors of human menin-MLL interaction, mutant MLL peptide. O00255. AID 1768. Potency, µM (doses to about 61.6 µM), for inactives: at the highest dose FP activity change, negative = inhibition, usual class: inhibitors. Menin + Texas Red MLL mutant peptide, fluorescence polarization. 270,000 tested, 0.23% active; active means well fitted inhibition curve with a large enough effect in the polarisation, with a control signal flat, not every such curve was filed as active; inconclusive means small, poorly fitted or top-dose-only effect, or effect the other way, or a change in a side signal; inactive means no such curve, though single readings can be large or run the other way; the % refers to the polarisation; further: potency means the concentration at half of the fitted maximal effect; % of control where 0% means no effect; many of its hits are not listed in these tables
Tb PFK inh – inhibitors of T. brucei phosphofructokinase | O15648 | T. brucei PFK, ADP-Glo luminescence | Potency, µM (series often up to 57.5 µM), without a hit: at the highest dose activity, negative = inhibition, hits mostly inhibitors | 330,000 tested, 0.17% active | AID 485367;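 further: potency means the concentration at half of the fitted maximal effect; 0% = uninhibited 1x PFK enzyme wells and -100% = no-enzyme wells; nearly all actives have a fitted effect of over 60% in size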
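Luminescent ADP detection (ADP-Glo, two-step: ATP depletion then ADP-to-ATP conversion for luciferase) reported PFK activity after 45 min room-temperature reaction of 1.25 nM enzyme with 0.5 mM F6P and 0.1 mM ATP at pH 8.0.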
S-ASM inh – blocks human secretory acid sphingomyelinase; P17405; placental ASM, HMU-PC fluorogenic substrate, 60 min; Potency, µM (highest dose often 57.5 µM), for inactives: top-dose activity change, negative = inhibition, most hits filed as inhibitors; 340,000 tested, 0.006% active; AID 504937; further: potency means the concentration at half of the fitted maximal effect
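qHTS format. ASM enzyme prepared from human placenta hydrolyses the fluorogenic substrate HMU-PC0 (9 uM final) over 60 min at 37 °C after a 10 min compound preincubation.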
GALK inh – blocks human galactokinase activity | Potency, µM (series often up to 57.5 µM), for inactives: top-dose activity change, negative = inhibition, most hits filed as inhibitors | 270,000 tested, 0.007% active | Purified GALK, Kinase-Glo residual ATP luminescence | P51570 | AID 1868; further: potency means the concentration at half of the fitted maximal effect; on the % scale 0 is the no-effect control and ±100 the full control effect
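ATP-depletion format; final 35 uM ATP, 100 uM D-galactose, 5 nM enzyme; pH 8.0 HEPES/Mg2+ buffer; 60 min RT; luminescence read 10 min after detection reagent.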
Giardia kill – kills Giardia lamblia; AID 540267; 340,000 tested, 0.15% active; Giardia lamblia trophozoite viability; activity change, % at 7.66 µM, hits read low; in the data active means activity change below about -80%; inconclusive means between about -30% and that limit;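 further: parasites exposed to compound for two days anaerobically before the ATP read; on the % scale 0 is the no-effect control and ±100 the full control effect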
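Killing of trophozoites was scored by loss of ATP luminescence after a 48 hrs anaerobic exposure to compounds at 37 deg C, using 100 cells per well.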
a7 integrin act – activates integrin-mediated alleviation for muscular dystrophy | alpha7betagal myoblasts, beta-gal FDG fluorescence, 48 h | Potency, µM (titrated, usually from 38.3 µM), for inactives: top-dose activation, most hits filed as activators | 350,000 tested, 0.064% active | AID 624291;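 further: potency means the concentration at half of the fitted maximal effect; 100% = response of the positive control SU9516; nearly all actives have a fitted effect of over 60% in size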
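Alpha7betagal+/- myoblasts (passage 13) were plated 16-24 hr, then exposed to compounds (1:260 dilution of DMSO stock) for 48 hours at 37C. After MPER lysis, β-galactosidase reporter activity was read as FDG fluorescence (ex 480/em 540) after 30 minutes.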
PKM2 act – increases activity of human pyruvate kinase M2; P14618; purified PKM2, Kinase-Glo ATP luminescence, activation; response scale: 0% is enzyme alone, no compound; Potency, µM (top dose mostly 57.5 µM), inactives show top-dose activation, usual class: activators; 260,000 tested, 0.34% active; AID 1631; further: potency means the concentration at half of the fitted maximal effect; on the % scale 0 is the no-effect control and ±100 the full control effect; nearly all actives have a fitted effect of over 55% in size
Target sequence (P14618 whole entry, looked up): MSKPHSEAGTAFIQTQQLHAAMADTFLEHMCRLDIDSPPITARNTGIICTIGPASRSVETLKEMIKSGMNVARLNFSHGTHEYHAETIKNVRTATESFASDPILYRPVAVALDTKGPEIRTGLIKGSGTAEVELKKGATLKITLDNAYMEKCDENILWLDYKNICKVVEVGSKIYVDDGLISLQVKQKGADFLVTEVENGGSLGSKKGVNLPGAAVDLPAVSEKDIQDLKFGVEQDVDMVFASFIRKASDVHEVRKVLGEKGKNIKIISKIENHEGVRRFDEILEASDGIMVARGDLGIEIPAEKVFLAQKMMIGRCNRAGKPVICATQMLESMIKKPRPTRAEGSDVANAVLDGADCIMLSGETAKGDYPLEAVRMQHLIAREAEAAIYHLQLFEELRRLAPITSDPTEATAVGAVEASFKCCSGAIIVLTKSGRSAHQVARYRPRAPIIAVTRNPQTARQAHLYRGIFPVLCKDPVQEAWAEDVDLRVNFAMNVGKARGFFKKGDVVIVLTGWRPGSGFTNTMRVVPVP
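ATP formation by purified human PK-M2, quantified via coupled luciferase luminescence after 1 h at room temperature with 0.1 mM ADP and 0.5 mM PEP final.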
Chronic BCR inh – inhibitors of chronic active B-cell receptor signaling | ABC-DLBCL IkBa-CBG/CBR reporter, luminescence ratio, 4 h | Potency, µM (highest dose often 46.1 µM), for the others: top-dose ratio change, negative = lower green/red ratio, hits mostly inhibitors | 340,000 tested, 0.05% active | AID 493014; active means well fitted inhibition curve with a large enough effect in the signal ratio, with a control signal flat, not every such curve was filed as active; inconclusive means small, poorly fitted or top-dose-only effect, or effect the other way, or a change in a side signal; the % refers to the signal ratio;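 further: potency means the concentration at half of the fitted maximal effect; plate controls were basal doxycycline-induced cells for no effect and cells given 10 µM MG132 for full effect; MG132 reads +100%, hits lower the ratio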
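TMD8 ABC-DLBCL cells carrying doxycycline-inducible green luciferase fused to IkappaBalpha plus unfused red luciferase were exposed to compounds (up to 46 uM) for 4 hrs at 37C. Activity came from the overlap-corrected green/red luminescence ratio.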
PTAP TSG101 blk – blocks PTAP/TSG101 interaction to inhibit HIV-1 budding | Q99816 | Fluorescence polarization, FITC-PTAP peptide / Tsg101 binding | AID 493005 | Potency, µM (series often up to 115 µM), inactives show at the highest dose activity change, negative = inhibition, hits mostly inhibitors | 340,000 tested, under 10 active; active means well fitted inhibition curve with a large enough effect in the main read-out, with a control signal flat, not every such curve was filed as active; inconclusive means small, poorly fitted or top-dose-only effect, or effect the other way, or a change in a side signal; inactive means no such curve, though single readings can be large or run the other way; further: potency means the concentration at half of the fitted maximal effect; % of control where 0% means no effect
Target sequence (Q99816 whole entry, looked up): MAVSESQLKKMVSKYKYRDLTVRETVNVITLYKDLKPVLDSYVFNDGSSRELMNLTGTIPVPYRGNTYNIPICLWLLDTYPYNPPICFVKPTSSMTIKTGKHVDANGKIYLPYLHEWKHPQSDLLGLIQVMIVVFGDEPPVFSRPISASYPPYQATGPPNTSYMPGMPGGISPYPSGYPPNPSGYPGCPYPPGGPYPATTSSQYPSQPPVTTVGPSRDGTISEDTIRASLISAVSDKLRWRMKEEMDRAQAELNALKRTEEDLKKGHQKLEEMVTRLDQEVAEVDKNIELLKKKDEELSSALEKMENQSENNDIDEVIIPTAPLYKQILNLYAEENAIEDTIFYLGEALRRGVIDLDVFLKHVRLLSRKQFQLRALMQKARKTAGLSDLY
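Compounds were pin-transferred onto Tsg101 binding domain (10 uM final) in HEPES pH 7.5 buffer, then FITC-PTAP peptide was added at 50 nM final. After 20 min at RT, polarization reported peptide displacement across a qHTS concentration series.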
Coupling enz – counter-screen for Giardia aldolase inhibitors: coupling enzyme system; activity change, negative = inhibition, % at 58.2 µM, hits read low; 290,000 tested, 0.67% active; coupling enzyme system counterscreen, AmpLite Red fluorescence; in the data active means activity change below about -30%; further: on the % scale 0 is the no-effect control and ±100 the full control effect
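Final compound at 57.5 uM, incubated 10 min at RT with coupling enzyme reagent (glyceraldehyde-3-phosphate), then 20 min with substrate and AmpLite Red detection. Fluorescence read at 525/598 nm; tests interference with the coupling assay, not aldolase inhibition.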
B2AR arrestin – agonists driving beta-arrestin recruitment to human beta2-adrenergic receptor; beta-arrestin recruitment to beta2AR, cell-based reporter; 330,000 tested, 0.02% active; P07550; Potency, µM (highest dose often 46.1 µM), for inactives: at the top dose activation, most hits filed as activators;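 further: potency means the concentration at half of the fitted maximal effect; 0% = DMSO controls and full agonism = EC100 isoproterenol or metaproterenol; nearly all actives have a fitted effect of over 65% in size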
The depositor's hits bear a star; ? = inconclusive; / = not tested or not shown; [ ] = remark or other dose. Unless noted, the call rests on the fitted dose curve; in most records, active means well fitted curve in the direction sought with a large enough effect; inconclusive means small, poorly fitted or top-dose-only effect, or another doubt; inactive means no such curve, though single readings can be large; an effect the other way counts as inactive or inconclusive. This is a subset, so the mix of outcomes need not match the whole.

SMILES	Menin-MLL TR inh	Tb PFK inh	S-ASM inh	GALK inh	Giardia kill	a7 integrin act	PKM2 act	Chronic BCR inh	PTAP TSG101 blk	Coupling enz	B2AR arrestin
CCOC(=O)N1CCN(Cc2nc(C3CC3)no2)CC1	9%	1%	0%	0%	-5	3%	3%	-3%	-5%	3	0.5%
CCC(C)NC(=O)CSc1nnc(-c2ccc(OC)c(OC)c2)c(-c2ccc(OC)c(OC)c2)n1 (stereo not given)	-11%	-6%	-7%	0%	-7	-7%	/	-9%	-6%	-1	-0.2%
Cc1cc(/C=N/NC(N)=S)c(C)n1-c1ccc(Cl)c(Cl)c1	3%	-11%	-1%	0%	9	-8%	0%	?	-5%	-16	14%
CCn1ccnc1CN(C)Cc1cn(-c2ccccc2)nc1-c1ccc(OC)cc1F	-6%	0%	1%	0%	-3	?	3%	?	-4%	0	-0.5%
Cc1ccc(S(=O)(=O)N2CCN(C)CC2)cc1[N+](=O)[O-]	-11%	1%	2%	-2%	13	-17%[7.66 µM]	-2%	-13%	-3%	0	0.6%
O=C(O)C(Cc1ccccc1)N1Cc2ccccc2C1=O (stereo not given)	4%	-1%	4%	0%	-3	6%	-1%	14%	-2%	12	-0.2%
Cc1noc(C)c1C(=O)N1CCCC(C(=O)c2cccc(C(F)(F)F)c2)C1 (stereo not given)	1%	2%	-4%	1%	8	2%	-3%	-1%	0%	-1	-0.5%
COC(=O)C1CC(=O)c2sccc2C1 (stereo not given)	-1%	3%	-1%	1%	3	3%	-6%	-2%	1%	-1	-0.5%
COc1ccc(NC(=O)CSc2nc3ccccc3cc2Cc2ccccc2)cc1	/	0%	-11%	-3%	-13	-13%	-2%	-19%	-12%	1	-0.4%
COc1ccc(-c2noc(COc3ccc4c(c3)OCO4)n2)cc1	?	0%	13%	-1%	-2	-21%	-2%	0%	1%	-4	-0.4%
CC1CC(C)CN(CC(=O)Nc2ccc3c(c2)OCCO3)C1 (stereo not given)	-26%	-3%	-1%	-4%	16	-5%	1%	1%	-5%	-2	0.3%
COc1ccc(CCNC(=O)c2nc(-c3cccs3)no2)cc1OC	-2%	0%	5%	4%	-3	-51%[inhibitor]	-30%	-2%	1%	1	-0.6%
COc1ccc2c(c1)cc1n2CCN2CCCN=C12	?	-6%	157%[activator]	0%	16	-15%	-2%	?	0%	-11	0.1%
CC(C)(C)c1cccc(/C=N/O)c1O	8%	3%	-2%	1%	-3	3%	-8%	0%	-4%	-1	-0.3%
COc1ccc(CN(C)C(=O)c2ccc(NC(=O)CC3SC(N4CCCC4)=NC3=O)cc2)c(OC)c1OC (stereo not given)	/	-1%	0%	/	-26	13%	/	-5%	-1%	/	-0.9%
COc1cccc(CNC(=O)Cc2csc(Nc3nc(=S)[nH]c4ccccc34)n2)c1	-15%	0%	15%	13%	2	-23%	-1%	13%	-6%	1	-0.1%
NNC(=O)Cc1cn(-c2ncc(C(F)(F)F)cc2Cl)c2ccccc12	-11%	-3%	1%	0%	-11	-23%	0%	18%	-6%	-1	-0.2%
C[C@@H]1CN([C@@H](C)CO)C(=O)c2cc(NC(=O)C3CC3)ccc2O[C@@H]1CN(C)Cc1ccc(Cl)c(Cl)c1	/	?	-1%	/	-10	-1%	/	-1%	-11%	/	-0.8%
COc1ccc(NC(=O)CSc2nc3nc(-c4cccs4)cc(C(F)(F)F)c3c(=O)[nH]2)c(OC)c1	25%	-1%	26%	0%	-4	?	-1%	4%	-3%	12	-0.4%
CC(C)c1nc2oc3c(NCC4CCCO4)ncnc3c2c2c1CCC2 (stereo not given)	-1%	0%	-2%	8%	3	4%	0%	-1%	-8%	1	0.1%
O=C(Nc1cccnc1)c1cc2c(ccc3ccccc32)o1	8%	/	0%	2%	-5	-6%	-2%	/	-1%	-2	/
CCc1nnc(NC(=O)CSc2nnc(CNc3cccc(C)c3)n2-c2ccccc2)s1	-1%[11.7 µM]	-2%	2%	2%	3	15%	-1%	?	-1%	3	-0.4%
O=C(CCNC(=O)c1ccc(Cl)cc1)Nc1ccc(Cl)cc1F	-7%	2%	1%	3%	-2	11%	0%	1%	-1%	1	0.4%
O=[N+]([O-])c1cccc(N/N=C/c2ccc(N3CCOCC3)cc2)c1	?	2%	?	-2%	-19	-18%	0%	?	-2%	-5	-0.4%
Cc1ccccc1NC(=O)c1c(C)nn(-c2ccccc2)c1Cl	-1%	-3%	5%	1%	-9	21%	-4%	0%	-3%	0	-0.3%
O=C(NC(=S)Nc1ccccc1)c1cc(-c2ccccc2)nc2ccccc12	/	13%	-9%	-1%	-7	14%	-3%	4%	-7%	0	3.5%
Cc1ccnc(NS(=O)(=O)c2ccc(NC(=O)c3ccc([N+](=O)[O-])s3)cc2)n1	?	16%	0%	-2%	6	-51%[inhibitor]	-3%	?	-11%	5	0.1%
CC(=O)c1ccccc1NS(=O)(=O)c1ccccc1Cl	-6%	-2%	4%	3%	-9	0%	1%	2%	-1%	0	-0.1%
COc1cccc(N=Cc2ccc(O)cc2O)c1	?	2%	-3%	-3%	-5	19%[7.66 µM]	1%	-1%	0%	-8	-1.2%
COc1ccc2sc3c(=O)[nH]c4ccccc4c3c2c1	-5%	2%	31%[activator]	/	23	3%	-11%	1%	1%	3	0.8%
Cc1ccc(S(=O)(=O)N(C)C)cc1NC(=O)C1Cc2ccccc2CN1C(=O)c1ccco1 (stereo not given)	4%	0%	0%	4%	2	23%	/	-4%	-4%	2	-0.2%
O=C(O)CC(c1cccc(O)c1)N1Cc2ccccc2C1=O (stereo not given)	3%	1%	3%	-3%	16	-7%	/	-2%	-9%	4	0.2%
O=C(CN1C(=O)c2cccc3cccc(c23)C1=O)NCCN1CCOCC1	-14%	2%	3%	-2%	-7	7%	0%	7%	-2%	4	-0.1%
Cc1oc(C)c2c(=O)ccc3c(c12)OC(N)=C(C#N)C3c1ccc(F)cc1 (stereo not given)	-1%	?	-8%	2%	9	-19%	?	?	-8%	-43*	-0.4%
Cc1nc2ccccn2c1C(=O)NNC(=S)Nc1ccc(Cl)cc1	?	3%	-3%	0%	?	7%	-13%	?	-3%	3	0.0%
CCNC(=O)COC(=O)/C=C/c1c(C)nn(Cc2cccc(OC)c2)c1Cl	1%	-28%	0%	-2%	7	-16%	6%	?	0%	4	0.1%
COc1ccccc1CCC(=O)OCC(=O)Nc1cc(S(=O)(=O)N2CCOCC2)ccc1C	/	1%	0%	/	?	8%	/	2%	-2%	/	0.0%
CC(C)c1nnc(NC(=O)c2nc(S(=O)(=O)Cc3ccccc3F)ncc2Cl)s1	/	3%	-3%	-4%	?	-66%[inhibitor]	/	?	-6%	/	-0.1%
COC(=O)CC1NCCNC1=O (stereo not given)	12%	2%	6%	5%	-7	16%	2%	3%	0%	3	0.1%
COc1ccccc1CNC(=O)C1CCN(S(=O)(=O)c2ccc3c(c2)OCCCO3)CC1	0%	2%	4%	1%	5	-20%	?	0%	-3%	8	0.1%
Cc1ccc(/C(O)=C2/C(=O)C(=O)N(c3ccccn3)C2c2ccc([N+](=O)[O-])cc2)cc1 (stereo not given)	?	-3%	4%	0%	-15	0%	0%	1%	-7%	16	-0.1%
O=C(NC1CCS(=O)(=O)C1)c1cn(-c2ccccc2)nc1-c1ccccc1 (stereo not given)	3%	1%	-1%	4%	-4	-6%	0%	?	0%	0	-1.1%
COc1ccc(C(=O)N2CCNC(=O)C2CC(=O)Nc2cc(Cl)ccc2OC)cc1 (stereo not given)	-13%	3%	5%	-1%	-23	?	3%	-1%	-4%	-1	-0.4%
CS(=O)(=O)N1CCN=C1SCc1cccc(F)c1	/	-6%	0%	-2%	?	-24%	/	-15%	-1%	/	0.0%
COc1ccccc1-n1c(C)nc2cc(C(=O)NCC3CCCO3)ccc21 (stereo not given)	/	-9%	3%	6%	-4	?	/	-7%	-6%	/	0.4%
CN(C)C(=O)CCc1ccc2c3c([nH]c2c1)[C@]1(CCC2CCCC2)[C@@H](C(=O)N2CCOCC2)C[C@H](CC(=O)NCCc2ccccn2)C(=O)N1CC3	/	2%	6%	/	0	5%	/	1%	2%	/	-0.6%
NC(=O)C1CCN(S(=O)(=O)c2cccc(C(=O)O)c2)CC1	/	0%	1%	-1%	-8	7%	1%	-11%	1%	-1	0.1%
O=C1c2ccccc2C(=O)C1(CO)c1ccccc1	-1%	0%	3%	1%	5	5%	-13%	-11%	-2%	0	0.2%
Cc1cc(OCC(O)CN2CCCC2)ccc1C(C)C (stereo not given)	-12%	-2%	7%	-1%	-17	-20%	1%	?	0%	-1	0.2%

Screens (PubChem BioAssay)
